# AddAB inh – less growth of phage-infected E. coli with AddAB; inhibition, % at 11.9 µM; 330,000 compounds, 0.29% hits; E. coli expressing H. pylori AddAB, absorbance growth; in the data active means inhibition above about 12%;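 further: 0% = vehicle wells of infected cells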
# Arr AP2 block – human beta-arrestin and AP2 interaction inhibition | FITC-arrestin peptide / GST-AP2 beads, flow cytometry; AP2 beta2 appendage carries R879A mutation | inhibition, % at 10 µM | 340,000 compounds, 0.31% hits;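 active means inhibition above a set limit, near 3 SD of compounds lacking own fluorescence, cut at about 54% in these data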;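 further: plate controls were DMSO wells for no effect and 5 µM unlabelled arrestin peptide for full effect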
#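 Material – AP2 appendage R879A on GSH beads · Buffer or medium – PBS with 0.05% Tween 20 and 0.1% BSA · Probe or stimulus – fluorescein-tagged arrestin peptide at 50 nM final · Incubation – compound with beads 12 min RT, then probe 1 h RT · Detection – high-throughput flow cytometry of beads, ex 488, em 535 nm · Evaluation – percent response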
# Tat transport – E. coli Tat transport inhibition; E. coli MC4100 TorA-mCherry Tat export, fluorescence; 340,000 compounds, 0.036% hits; inhibition, % at 10 µM; AID 488895;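 active means mean replicate inhibition at least 50% and at least half of replicates individually reaching 50%; inconclusive means only one of the two criteria met; inactive means neither criterion met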;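 further: exported cargo escapes ClpAP degradation while cytoplasmic cargo is degraded and loses fluorescence; 0% = median of neutral control wells and 100% = median of NaSCN control wells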
# PKA-R1A act – PKA-R1A complex activation; P00514+P68181; PKA-R1A dissociation, Cy5-IP20 fluorescence polarization; scaled: DMSO 0%, 113 µM cGMP 100%; activation, % at 11.4 µM; 340,000 compounds, 0.083% hits; AID 504707;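 active means percent activation above the mean of all tested compounds plus 3 SD, cut at about 19% in these data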;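 further: higher means more PKAc released from R1A so a rise in polarization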
# OPRM1-OPRD1 ag – OPRM1-OPRD1 heterodimerization agonism. P35372+P41143. cells, luminescence. activation, % at 9.3 µM. 340,000 compounds, 0.3% hits. AID 504326; in the data active means activation above about 18%;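 further: 0% = vehicle-treated cells and 100% = reference agonist; values of inactives mirror those of a sister screen read the other way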
# Target sequence (P35372 whole entry, looked up): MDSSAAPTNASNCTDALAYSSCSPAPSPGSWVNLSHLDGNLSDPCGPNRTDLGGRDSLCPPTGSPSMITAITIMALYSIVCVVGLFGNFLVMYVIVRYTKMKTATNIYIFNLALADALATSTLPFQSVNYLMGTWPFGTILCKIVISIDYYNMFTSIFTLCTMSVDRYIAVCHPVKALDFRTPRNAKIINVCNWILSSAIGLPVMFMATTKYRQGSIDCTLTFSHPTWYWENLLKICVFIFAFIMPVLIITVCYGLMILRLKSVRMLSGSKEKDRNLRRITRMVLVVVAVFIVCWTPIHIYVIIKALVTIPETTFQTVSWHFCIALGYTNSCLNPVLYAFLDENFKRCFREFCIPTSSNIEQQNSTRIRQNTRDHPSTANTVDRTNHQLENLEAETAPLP
# Target sequence (P41143 whole entry, looked up): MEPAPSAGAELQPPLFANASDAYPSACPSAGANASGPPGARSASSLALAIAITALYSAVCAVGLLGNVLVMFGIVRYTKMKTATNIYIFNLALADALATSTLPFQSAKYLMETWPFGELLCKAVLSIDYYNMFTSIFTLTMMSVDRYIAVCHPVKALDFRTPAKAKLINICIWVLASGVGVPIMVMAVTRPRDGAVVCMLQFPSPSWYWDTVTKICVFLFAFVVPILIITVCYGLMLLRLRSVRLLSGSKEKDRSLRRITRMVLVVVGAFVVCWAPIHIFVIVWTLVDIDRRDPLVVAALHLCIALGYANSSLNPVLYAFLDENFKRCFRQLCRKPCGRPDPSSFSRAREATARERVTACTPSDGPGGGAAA
# PfHsp90 yeast 2 – inhibits growth of yeast expressing Plasmodium falciparum Hsp90; 310,000 compounds, 0.32% hits; S. cerevisiae expressing PfHsp90, BacTiter-Glo ATP, 48 h; yeast lacking PDR1 and PDR3 efflux regulators; inhibition, % at 9.4 µM;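 active means every replicate shows inhibition above about 80%, whatever the replicate mean, limit read from the data; inconclusive means mean inhibition reaches the set limit but some replicate falls short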;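 further: 0% = DMSO neutral controls and 100% = 20 µM radicicol positive controls; yeast relying on Plasmodium falciparum Hsp90 in place of its own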
# Ecoli viability – bacterial growth inhibition, counter-screen for AddAB inhibitors. E. coli V3065 growth, OD600 absorbance, 18 h. inhibition, % at 11.9 µM. 330,000 compounds, 0.27% hits. AID 449728;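 active means inhibition above the campaign's mean inhibition across all tested compounds plus 3 SD, cut at about 9.9% in these data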;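 further: uninfected addAB+ strain grown without phage in ampicillin broth; 0% = DMSO wells and 100% = ciprofloxacin 0.95 µg/ml wells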
# phage Ecoli inh – E. coli growth loss with phage present | growth absorbance | inhibition, % at 11.9 µM | 360,000 compounds, 0.26% hits | AID 651602; in the data active means inhibition above about 11%
# Pemphigus Ab inh – human desmoglein-3 autoantibody binding inhibition; P32926; DSG3-coupled beads, scFv-anti-DSG3-GFP binding, flow cytometry; stronger effect = lower value; binding (percent of control), % at 10 µM; 310,000 compounds, 0.48% hits;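 active means binding more than 3 SD below its plate's average and above zero; inconclusive means below that plate limit but binding exactly zero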;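 further: hits lower antibody fragment binding to DSG3; some compounds called inactive have numbers as strong as hits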
# OPRM1-OPRD1 inv – inverse agonist of human OPRM1-OPRD1 heterodimerization; P35372+P41143; cell-based MOR-DOR heterodimer luminescence, inverse agonism; inhibition, % at 9.3 µM; 340,000 compounds, 0.21% hits; AID 504357; in the data active means inhibition above about 22%, passing the limit was not always enough;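 further: 0% = cells with DMSO and 100% = wells without cells with DMSO; values of inactives mirror those of a sister screen read the other way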
# Mot1-301 SUMO – blocks SUMOylation pathway, rescuing yeast Mot1-301 growth; S. cerevisiae Mot1-301 growth rescue, ATP luminescence, 38.5C; percent above DMSO median, 100 means doubled; growth rescue, % at 18.8 µM; 320,000 compounds, 1% hits; AID 2716;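 active means every valid replicate shows activation above 250% relative to neutral control wells; inactive means the rest, any valid replicate at or below 250%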;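 further: OY570 slx delta 5 strain wells were the positive control but not used for scaling; some compounds called inactive have numbers as strong as hits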
# The depositor's hits bear a star; i = inactive; ? = inconclusive; . = not tested or not shown. Not a hit list; 2.8% or so of the library scored in one or more.
SMILES	Arr AP2 block	OPRM1-OPRD1 inv	phage Ecoli inh	Pemphigus Ab inh	PfHsp90 yeast 2	Mot1-301 SUMO	Ecoli viability	Tat transport	PKA-R1A act	OPRM1-OPRD1 ag	AddAB inh
NC(=O)CNC(=O)[C@@H]1CC2(CC(c3ccc(Cl)cc3)=NO2)CN1C(=O)c1ccc(Br)cc1 (stereo partly drawn)	22	9	1.4	.	-2	20	0.5	5	-2	-1.6	0.7
O=C(Nc1ccccc1-c1nnn(CC(=O)N2CCc3ccccc3C2)n1)C1CCC1	0	1	1.1	106	-2	-25	0.7	4	-2	-0.2	0.8
O=C(CNCCC1=CCCCC1)Nc1ccccc1N1CCCCCC1	4	-38	-0.8	104	-27	4	0.9	8	-4	7.1	-1.1
O=C(NC1CCCCCCC1)c1cccc(Cl)c1	-7	-10	0.4	94	-13	-6	1.6	-11	-6	1.9	1.3
Cc1ccc(-n2cc(CNCCCn3cccn3)c(-c3cccc(C)c3)n2)cc1	-5	-92	1.2	95	16	59	-1.9	-2	-6	18	1.5
CCCCOc1cccc(C2(C(=O)O)CCCC2)c1	-3	6	2.1	.	-1	-7	-0.5	-7	8	-1.5	3.2
O=C(Nc1ccccc1C(=O)N1CCCC1)c1ncoc1-c1cccc(Cl)c1	1	1	2.1	98	-9	-9	-0.6	0	-4	-0.1	3.2
Cc1ccc(CNC(=O)Cn2c(=O)c3sccc3n(Cc3ccc([N+](=O)[O-])cc3)c2=O)cc1	7	-5	3.5	102	-45	-1	1.6	-7	13	0.8	2.4
O=[N+]([O-])c1cc(C(F)(F)F)ccc1Sc1ccccn1	-10	-19	2.2	94	-30	26	2.0	-1	-6	3.1	-0.7
O=C1NC(Cc2ccc(O)cc2)c2nc3ccc(F)cc3c(=O)n2-c2cc(Cl)ccc21 (stereo not drawn)	21	6	0.9	105	10	.	.	-8	-4	-1.3	.
Cn1c(C(=O)NCCN2CCc3ccccc3C2)cc2c(=O)n(C)c3ccccc3c21	-7	12	3.8	113	.	-14	1.9	1	-2	-2.4	4.4
CCCN1CCC(=O)N([C@H](COc2ccccc2)CC(C)C)CC1	-4	12	0.6	106	.	14	-0.8	-2	2	-2.1	0.0
C/C(=N/NC(=O)CCc1ccccc1)c1ccc2c(c1)OCO2	44	13	-1.2	104	-13	-1	.	-1	-5	-2.5	.
Cc1cccc(-n2c(=S)[nH]c3c(oc4ccccc43)c2=O)c1	-2	7	0.2	108	-17	1	-0.8	2	1	-1.3	1.9
Cc1cc(NC(=O)c2ccc(Cl)cc2Cl)n(-c2ccccc2)n1	-5	18	-0.6	101	10	5	-0.8	0	3	-3.1	1.1

# Reformatted: results already given.
structure: O=C(Nc1ccccc1C(=O)N1CCCC1)c1ncoc1-c1cccc(Cl)c1
  Arr AP2 block = 1 | OPRM1-OPRD1 inv = 1 | phage Ecoli inh = 2.1 | Pemphigus Ab inh = 98 | PfHsp90 yeast 2 = -9 | Mot1-301 SUMO = -9 | Ecoli viability = -0.6 | Tat transport = 0 | PKA-R1A act = -4 | OPRM1-OPRD1 ag = -0.1 | AddAB inh = 3.2
structure: Cc1ccc(CNC(=O)Cn2c(=O)c3sccc3n(Cc3ccc([N+](=O)[O-])cc3)c2=O)cc1
  Arr AP2 block = 7 | OPRM1-OPRD1 inv = -5 | phage Ecoli inh = 3.5 | Pemphigus Ab inh = 102 | PfHsp90 yeast 2 = -45 | Mot1-301 SUMO = -1 | Ecoli viability = 1.6 | Tat transport = -7 | PKA-R1A act = 13 | OPRM1-OPRD1 ag = 0.8 | AddAB inh = 2.4
structure: O=[N+]([O-])c1cc(C(F)(F)F)ccc1Sc1ccccn1
  Arr AP2 block = -10 | OPRM1-OPRD1 inv = -19 | phage Ecoli inh = 2.2 | Pemphigus Ab inh = 94 | PfHsp90 yeast 2 = -30 | Mot1-301 SUMO = 26 | Ecoli viability = 2.0 | Tat transport = -1 | PKA-R1A act = -6 | OPRM1-OPRD1 ag = 3.1 | AddAB inh = -0.7

# (further entries)
SMILES	Arr AP2 block	OPRM1-OPRD1 inv	phage Ecoli inh	Pemphigus Ab inh	PfHsp90 yeast 2	Mot1-301 SUMO	Ecoli viability	Tat transport	PKA-R1A act	OPRM1-OPRD1 ag	AddAB inh
Cc1c(-c2ccccc2)[n+](=O)c2c(n1[O-])CCCCC2	-13	17	0.9	101	-11	5	1.9	10	-6	-3.2	-0.6
Cc1cc(C(=O)N/N=C/c2cccnc2)cs1	1	4	2.8	103	-3	-6	2.4	-8	-2	-0.7	5.0
COc1ccc(CN(C(=O)/C=C/c2ccccc2Cl)C2CCS(=O)(=O)C2)cc1 (stereo not drawn)	-4	11	1.1	106	4	-13	-0.7	?	-7	-2.1	5.2
CN(C)CCCN(C(=O)c1ccc(S(=O)(=O)N2CCc3ccccc3C2)cc1)c1nc2ccc(F)cc2s1	14	i	1.3	.	.	-17	-3.9	9	-5	655*	-2.3
O=C(C1CCCN(Cc2cccc(F)c2)C1)N1CCCCC1 (stereo not drawn)	24	12	2.3	98	9	8	-2.2	-8	-1	-2.4	0.6
Cc1ccc(NC(=O)CNC(=O)Cc2cccc3ccccc23)c(O)c1	2	12	4.6	99	.	1	0.8	6	5	-1.9	2.2
Cc1ccccc1-c1nc(CS(=O)(=O)CC(=O)NCCCN2CCCC2=O)c(C)o1	0	4	2.6	109	26	54	1.0	-6	10	-0.8	2.2
CNC(=S)NNC(=O)c1sccc1OCc1ccc(Cl)cc1Cl	3	2	2.9	98	.	.	-0.9	-1	5	-0.4	3.9
Cc1cccc(OC(=O)c2sc3ncn(C)c(=O)c3c2C)c1	5	1	6.0	96	-2	-15	-3.7	0	-2	-0.1	1.0
COc1cc(NC(=S)Nc2ccc(OC(F)F)cc2)cc(OC)c1	-6	1	5.8	102	-8	7	-1.8	17	-2	-0.2	-1.8
Cc1c(Cl)cccc1N1CC(C)(C)C1=O	36	2	2.4	94	-22	7	-1.0	-1	11	-0.3	1.3
Cc1ccc(S(=O)(=O)N2CCOCC2)cc1C(=O)NC(=S)N(Cc1ccccc1)C(C)C	-5	20	-1.0	88	-2	53	0.1	-2	-7	-3.3	-0.3
Nc1nnn(CC(=O)N/N=C/c2cn[nH]c2-c2ccccc2)n1	-16	14	3.1	94	10	-28	1.8	-1	-7	-2.7	1.2
CC1=C(C(=O)Nc2cccc(C(=O)N3CCC(C(N)=O)CC3)c2)SCCO1	24	3	0.8	101	2	6	1.5	-1	-3	-0.6	4.7
Cc1ccc(S(=O)(=O)c2ccc(NC(=O)c3c(F)cccc3F)cc2)cc1	3	9	-1.0	100	-19	-1	2.1	3	-12	-1.8	1.5
CC(C(=O)N(C)C)N1c2cccc3cccc(c23)S1(=O)=O (stereo not drawn)	-22	12	0.8	103	-19	-10	0.1	-21	2	-2.5	0.2
O=C(N/N=C/c1cccc([N+](=O)[O-])c1)c1ccccc1-n1cccc1	-5	3	1.7	100	-9	1	0.0	-9	-4	-0.5	3.6
Cn1nc(CC(=O)NCCN2C(=O)CSC2=O)c2ccccc2c1=O	2	14	3.6	103	.	4	1.3	-5	3	-2.7	2.4
CCN(CC)S(=O)(=O)c1ccc2oc(C(=O)NC(C)C)c(C)c2c1	24	7	3.7	.	.	6	-0.9	-8	-14	-1.4	6.1
CCN1C(=O)[C@H]2[C@@H](c3ccc(-c4ccccc4)cc3)N[C@@](Cc3ccccc3)(C(=O)OC)[C@H]2C1=O	0	-16	2.6	105	-11	-9	0.5	-3	-11	2.7	3.0
COc1ccc(S(=O)(=O)N2CCCCCC2)cc1NC(=O)Cc1cc(OC)c(OC)c(OC)c1	-6	8	6.8	104	-2	-2	1.0	10	-14	-1.8	1.9
CCCCn1c(N)c(N(CCOC)C(=O)c2cccc(N3C(=O)c4ccccc4C3=O)c2)c(=O)[nH]c1=O	33	11	4.3	.	.	.	2.1	-4	-2	-2.2	1.6
COc1ccccc1NC(=O)CSc1nc(=O)n(CCN(C)C)c2c1CCCC2	12	7	2.9	.	27	20	-2.4	-13	5	-1.4	0.2
COCCCNC(=O)c1cc(-c2cccnc2)nc2ccc(S(=O)(=O)N3CCCCCC3)cc12	-14	9	0.8	89	-12	-7	-0.1	0	-6	-1.7	4.0
O=Nc1c(O)n(Cc2cccc(Cl)c2)c2ccccc12	8	-44	2.5	.	.	0	2.6	-1	-4	7.5	1.4
Cc1ccccc1C(=O)Nc1ccc(C(=O)NNC(=O)CCCOc2ccc(Cl)cc2Cl)cc1	-5	-34	4.2	95	.	11	-1.7	-3	-15	6.2	0.2
CC(C)C(O)(C#CCN1CCCCC1)C(C)C	-4	8	1.4	103	-2	18	-2.4	6	2	-1.7	4.9
CCC(=O)N1CCc2cc(S(=O)(=O)CCC(=O)Nc3ccc(CC)cc3)ccc21	6	4	-2.7	93	-12	-6	-1.5	3	5	-0.6	0.1
CN1C(=O)[C@H]2[C@@H](c3ccc(F)cc3)N3C(=O)c4ccccc4NC(=O)[C@@]3(C)[C@H]2C1=O	-3	15	.	102	7	-6	-0.1	7	-3	-2.7	2.7
CN(C)/C=N/C(=S)Nc1ccc(Cl)c(Cl)c1	5	2	3.0	103	-1	-17	1.3	4	-10	-0.3	2.0
O=S1(=O)CCC(NS(=O)(=O)/C=C/c2ccccc2)C1 (stereo not drawn)	8	-1	3.1	.	19	-7	-1.0	1	-10	0.3	1.8
CCn1nnnc1SCC(=O)Nc1ccc(F)cc1	-1	-4	1.3	118	2	-1	-1.1	-11	6	0.5	3.4
Cc1oc(C(=O)O)cc1COc1cccc2cccnc12	-5	10	3.9	105	16	-11	0.1	-7	-2	-1.8	0.7
Cc1nc(N2CCOCC2)nc(N2CCN(c3ccccc3)CC2)c1[N+](=O)[O-]	9	13	3.0	103	-15	-5	-1.2	-9	11	-3.1	4.3
O=C(COc1cccc2c1CCN(Cc1ccc(Br)cc1)C2=O)NCc1ccco1	6	0	1.3	102	-13	4	-0.3	-2	-2	0.0	0.0
Cc1ccc2oc(=O)c3cnn(CC(=O)NCCN(C)C)c3c2c1	-2	5	1.9	102	-11	13	2.6	1	-12	-0.9	1.9
Cc1nc(/N=C\N(C)C)sc1C(=O)Nc1ccccc1	4	-4	3.1	.	-10	-15	-0.2	0	-9	0.8	4.0
O=C(NCc1ccccc1C(F)(F)F)c1cccc2c1C(=O)c1ccc(N3CCOCC3)cc1S2(=O)=O	14	8	3.2	102	9	12	2.5	-7	-7	-1.6	3.2
NS(=O)(=O)c1ccc(NNC(=O)c2ccccc2C(=O)O)cc1	10	.	4.3	96	20	-1	2.3	0	.	.	4.8
O=[N+]([O-])c1cccc(NC(=S)N2CCc3ccccc3C2)c1	-3	-13	3.9	102	-21	.	0.8	-4	-9	2.4	2.7

# Screening results as filed in PubChem BioAssay.
